D2 agonist: D2 dopamine receptor (human) agonism; AID 485358; activation, % at 2 µM; actives 0.53% (n = 340,000); P14416; HEK293 T-REx D2 cells, calcium flux agonist mode;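 active = activation over 3 SD above normal in the single-dose calcium agonist read, cut at about 30% in these data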; also: 0% is about no effect
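In this primary screen, compounds producing a positive calcium signal within 180 s of addition to tetracycline-induced, force-coupled HEK293 Trex D2 cells are flagged; cells are dye-loaded with a no-wash calcium kit beforehand.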
D2 PAM: positively modulates the human D2 dopamine receptor allosterically | P14416 | HEK293 T-REx D2, calcium flux, EC20 dopamine potentiation | actives 0.34% (n = 340,000) | AID 485347 | potentiation, % at 10 µM;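 active = potentiation over 3 SD above the plate norm, cut at about 30% in these data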; also: 0% is about no effect
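Tetracycline-induced HEK293 T-REx cells force-coupled to calcium signalling expressed D2; compounds were pin-added after a 10 s baseline, read kinetically 180 s, then an EC20 dopamine challenge followed with a further 180 s calcium read.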
TRHR ag: TRH receptor (human) agonism. P34981. TRHR cells, calcium flux fluo-8, FDSS agonist mode. activation, % at 2 µM. actives 0.18% (n = 360,000). AID 493084; also: 0% is about no effect
Target sequence (P34981 whole entry, looked up): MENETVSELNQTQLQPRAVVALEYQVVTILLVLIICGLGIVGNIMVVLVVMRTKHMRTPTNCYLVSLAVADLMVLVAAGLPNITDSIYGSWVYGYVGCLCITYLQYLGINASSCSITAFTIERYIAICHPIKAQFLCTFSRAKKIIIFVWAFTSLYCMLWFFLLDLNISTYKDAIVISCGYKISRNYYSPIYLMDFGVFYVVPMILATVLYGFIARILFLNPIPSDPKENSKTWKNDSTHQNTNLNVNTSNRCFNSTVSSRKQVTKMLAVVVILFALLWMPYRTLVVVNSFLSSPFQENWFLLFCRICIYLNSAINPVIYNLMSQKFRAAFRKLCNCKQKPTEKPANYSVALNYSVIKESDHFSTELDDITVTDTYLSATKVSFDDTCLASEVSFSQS
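In this calcium-flux screen, cells bearing human TRHR are dye-loaded with fluo-8, baselined for 10 cycles, then exposed to library compounds; positive kinetic calcium responses during the agonist phase mark hits, with TRH as control.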
D1 potentiator: human D1 dopamine receptor positive modulation; actives 0.036% (n = 360,000); P21728; potentiation, % at 10 µM; HEK293 TREx D1 cells, calcium flux, dopamine EC20 potentiation; in the data active = potentiation above about 30%; also: 0% is about no effect
Target sequence (P21728 whole entry, looked up): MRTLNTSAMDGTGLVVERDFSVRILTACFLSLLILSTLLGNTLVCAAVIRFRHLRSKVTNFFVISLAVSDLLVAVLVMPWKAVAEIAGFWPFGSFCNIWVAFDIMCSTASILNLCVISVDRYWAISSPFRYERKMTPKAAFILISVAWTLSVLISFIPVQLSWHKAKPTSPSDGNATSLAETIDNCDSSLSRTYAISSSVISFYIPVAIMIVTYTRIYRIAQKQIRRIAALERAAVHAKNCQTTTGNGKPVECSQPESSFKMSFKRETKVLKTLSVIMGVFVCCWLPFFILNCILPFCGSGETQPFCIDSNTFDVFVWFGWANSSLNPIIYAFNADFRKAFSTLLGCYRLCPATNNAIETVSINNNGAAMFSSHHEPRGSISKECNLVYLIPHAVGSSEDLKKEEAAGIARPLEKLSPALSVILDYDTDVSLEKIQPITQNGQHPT
RXFP1 antag: blocks the human relaxin receptor RXFP1; Q9HBX9; HEK293-RXFP1, relaxin-stimulated cAMP HTRF, 30 min; hits give low values; activity change, negative = inhibition, % at 57.5 µM; actives 0.59% (n = 350,000);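 active = activity change of -60% or lower, but not beyond a set lower limit; inconclusive = change between -60% and -40%, or beyond the set limit; inactive = change above -40%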; also: % is scaled to controls: 0 for no effect and ±100 for the full control effect
D1 antagonist: human D1 dopamine receptor antagonism. P21728. HEK293 TREx D1 cells, calcium flux, dopamine EC80; hits give low values. activity change, negative = inhibition, % at 10 µM. actives 3.2% (n = 360,000); in the data active = activity change below about -30%; also: % is scaled to controls: 0 for no effect and ±100 for the full control effect
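Tetracycline-induced HEK293 T-REx cells with force-coupled D1 receptor were loaded with a no-wash calcium dye. Compound was added after a 10 s baseline and read kinetically for 180 s; EC80 dopamine was then added and calcium flux followed another 180 s.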
D1 ag: human D1 receptor agonism. activation, % at 2 µM. AID 504660. P21728. actives 1% (n = 360,000). HEK293 T-REx D1 cells, calcium flux, agonist mode; also: 0% is about no effect
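Inducible HEK293 T-REx D1 cells, force-coupled to calcium signalling, were plated at 4000 cells/well with tetracycline and held overnight at 30 C. After no-wash calcium dye loading, compound-evoked calcium rise over 180 s flagged agonists.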
D2 antagonist: antagonizes the human D2 dopamine receptor | P14416 | HEK293 TREx D2 cells, calcium flux, dopamine EC80 | inhibition, % at 10 µM | actives 2% (n = 340,000) | AID 485344; in the data active = inhibition above about 30%; also: 0% is about no effect
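Antagonism is scored as inhibition of an EC80 dopamine-evoked calcium signal in a force-coupled, tetracycline-inducible HEK293 T-REx D2 line, with compound present 180 s before agonist.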
TRHR enhancer: allosteric enhancers of human TRH receptor; P34981; TRHR cells, fluo-8 calcium fluorescence, EC20 TRH enhancement; enhancement, % at 2 µM; actives 0.66% (n = 360,000); AID 493056; in the data active = enhancement above about 30%; also: 0% is about no effect
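Enhancer read-out: after compound pinning and an initial kinetic agonist-mode read, an EC20 of TRH (10 nM final) was injected and fluo-8 calcium signal (Ex 480/Em 530) followed at 1 s/cycle for 100 cycles in TRHR-expressing cells.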
An asterisk follows results filed as active; ? = inconclusive; / = no result given; & = joins results of further samples. Rule as the data show it, unless noted: active = activation above about 30%; inactive = the rest. The order is random. About 7.1% of those tested had a hit in this group.

compound	D2 agonist	D2 PAM	TRHR ag	D1 potentiator	RXFP1 antag	D1 antagonist	D1 ag	D2 antagonist	TRHR enhancer
Cc1ccc(NC(=O)CCSc2nnc(-c3ccco3)o2)cc1	-2.6	8.1	-1.0	8.9	-9.2	10.9	-0.5	-10.2	1.7
COc1ccc(CN(C)c2ccc(-c3nc(-c4ccccc4)no3)cc2[N+](=O)[O-])cc1	/	-4.8	0.3	-1.6	/	-26.7	-0.5	/	-1.8
CC1(C)C2CCC1(C)C(OC(=O)C[n+]1ccccc1)C2 (stereo not drawn)	0.8	3.0	0.5	5.8	11.8	1.5	1.5	3.0	0.3
Cc1ccccc1C(=O)c1c[nH]c(C(=O)NCCCn2ccnc2)c1	0.5	-1.8	2.0	-2.4	3.3	5.4	3.6	10.2	7.6
CSc1nc2ccccc2n1CC(=O)Nc1c(C)n(C)n(-c2ccccc2)c1=O	0.5	6.6	1.2	-3.3	2.4	3.1	2.1	0.1	14.8
CCOc1ccc(NC(=O)CCCc2cc(-c3ccc(OCC)cc3)on2)cc1	-1.7	9.5	0.0	-1.8	4.0	-1.6	4.6	-11.4	18.5
COc1ccc(N2CCN(C(=O)CCNC(=O)Cn3ccc4ccccc4c3=O)CC2)cc1	0.6	2.2	-0.3	-3.9	0.6	-9.9	0.9	2.0	4.8
CCOc1ccc(-c2ccc(NS(=O)(=O)c3cc([N+](=O)[O-])c(C)c([N+](=O)[O-])c3)cc2)nn1	-0.1	-5.0	-0.2	-3.3	-11.9	-3.2	-1.6	-2.6	-0.2
CN(C)c1ccc(/C=[N+](\[O-])C2SC(=S)N(C)C2(C)C)cc1 (stereo not drawn)	-0.8	3.4	0.6	-5.7	-7.3	3.5	1.2	-3.4	-0.2
COc1ccccc1N1CCN(S(=O)(=O)c2ccc3c(c2)oc(=O)n3C)CC1	1.1&-0.6	3.9&-7.2	-0.3&-1.2	-3.8&1.4	-8.7	1.8&0.6	-0.4&0.6	-16.3	11.3&-1.8
CCOC(=O)C1CCN(c2cc(=O)n(Cc3ccc(F)cc3)c(=O)[nH]2)CC1	0.5	21.5	-0.1	-6.5	-1.8	2.2	3.0	-11.5	14.7
COc1cccc(CNC(=O)CCC2CCCN(C(=O)C3=CC(=O)CC(C)(C)O3)C2)c1 (stereo not drawn)	-0.3	3.6	-0.1	0.1	-12.1	9.2	0.7	-8.0	-1.3
Cc1ccc(NC(=O)CN2C(=O)NC3(CCCCCC3)C2=O)cc1Cl	0.5	5.3	0.3	/	-25.7	-16.0	-0.4	-29.4	-0.1
Oc1ccc(/C=N/N2CCN(c3ccccn3)CC2)cc1	8.7	-0.8	-0.2	-0.2	-4.9	8.5	1.8	-2.5	-0.7
COC(=O)c1ccc(NC(=O)CSc2nc3ncccc3[nH]2)cc1	/	-7.2	0.0	-4.2	20.9	-4.8	3.7	/	4.5
Cc1ccc(OCC(=O)Nc2cccc(-c3nnc(-c4ccccc4)o3)c2)cc1	0.2	12.7	0.3	-2.4	-7.9	-0.8	3.5	10.5	19.6
CN(CC(=O)NC1CCCCCC1)S(=O)(=O)c1ccccc1	-0.6	-1.6	-0.1	-4.8	-18.0	6.0	1.2	12.7	-0.4
CCCOc1ccc(NC(=O)CC2C(=O)N(c3ccccc3)C(=O)N2Cc2ccc(F)cc2)cc1 (stereo not drawn)	0.9	-3.2	1.0	-2.3	-12.9	-13.2	3.5	/	0.5
CC(=O)N1CCOc2ccc(S(=O)(=O)N3CCCC(C)C3)cc21 (stereo not drawn)	-0.3	-5.2	0.3	6.1	-7.2	6.4	5.8	-0.2	2.0
CCOC(=O)N1CCN(C(=O)COC(=O)c2ccc(O)cc2O)CC1	0.0	-0.6	0.4	-3.7	-0.3	-2.7	3.5	5.2	-6.1
Cc1ccc(S(=O)(=O)Nc2cc(=O)[nH]c3c2CCC3)cc1	-2.6	-21.0	-1.2	1.6	10.7	3.5	-3.2	37.0*	-2.4
COc1ccc(-n2nc3c(c2NC(=O)CCCCl)CSC3)cc1	/	/	-0.2	-6.8	2.2	-4.1	0.3	/	5.8
Cc1occc1C(=O)Nc1ccc([N+](=O)[O-])cc1Br	-0.3	8.6	-0.5	-5.0	-6.1	-10.7	3.4	3.9	0.6
Cc1ccc2cccc(OCC(=O)Nc3ccc4c(c3)OCO4)c2n1	-0.5	-9.6	-0.4	0.7	-7.8	14.9	2.5	-14.9	-5.0
Cc1ccc(-n2nc3c(=O)n(C(C)C(=O)NCc4ccccc4C)nc(C)c3c2C)cc1 (stereo not drawn)	-3.6	4.2	-1.0	-1.2	-6.9	-3.0	10.9	/	-1.8
CCOC(=O)c1ccc(NC(=O)c2c(NC(=O)CCC(=O)O)sc3c2CCCCC3)cc1	0.8	16.1	0.1	-0.6	0.3	5.3	0.2	6.7	3.1
Cc1ccc2c(c1)CCCN2CC(=O)Nc1cccc(S(=O)(=O)N2CCCC2)c1	0.2	-0.9	1.8	/	3.8	-12.4	5.0	15.6	-4.1
O=C(Cc1cccc2ccccc12)Nc1ccccc1C(=O)O	0.3	14.3	-0.2	4.0	-11.9	-0.8	-0.3	-19.9	8.6
Cn1c(=O)c2c(nc(CN3CCc4ccccc4C3)n2Cc2cccc(Cl)c2)n(C)c1=O	-0.1	-18.9	-0.7	-8.0	-3.1	-4.7	2.5	3.7	16.0
Cc1ccc(NC(=O)c2ccc(Nc3c([N+](=O)[O-])cc([N+](=O)[O-])cc3[N+](=O)[O-])cc2)cc1	1.0	19.3	1.6	0.0	/	-25.5	15.4	0.8	2.5

Other structures follow.
Every second line gives: D2 agonist, D2 PAM, TRHR ag, D1 potentiator, RXFP1 antag, D1 antagonist, D1 ag, D2 antagonist, TRHR enhancer
O=C(NCc1ccccn1)/C(=N/O)c1ccccc1
 : 0.5, -2.3, 0.0, 0.7, -4.5, 0.2, 2.4, -2.2, -5.5
NC(=O)c1c(NC(=O)c2ccncc2)sc2c1CCCC2
 : -0.7, 3.6, -0.4, -2.0, -14.5, 3.1, 1.0, 5.3, -3.7
Cc1ccc(CSc2ncn(-c3ccccc3)n2)cc1
 : -0.1, 1.4, -1.7, -2.6, -5.5, -16.6, 10.6, -3.3, -3.8
CCc1noc(C)c1C(=O)Nc1ccc(F)c(F)c1
 : -0.5, -12.8, -0.2, 3.4, -7.1, 4.0, 2.9, 7.8, 6.6
CCC(=O)NC(c1cccs1)c1ccc2cccnc2c1O (stereo not drawn)
 : 0.8, 4.8, -2.1&1.7, 5.0&4.9, 8.3, 7.0&0.7, 0.2&1.2, -28.3, -1.9&-5.3
Cc1nnc(-c2ccc(Cl)cc2)nc1NCCN(C)C
 : 1.1, 0.4, 1.1, -0.2, ?, 0.2, 1.6, 1.4, 1.8
CC(Oc1cccc(NC(=O)c2cccs2)c1)C(=O)c1ccccc1 (stereo not drawn)
 : -1.0, -3.4, 0.2, -9.1, -2.8, -15.9, 2.9, -3.3, -8.5
COc1cc(C(=O)NC(C)c2ccc(S(N)(=O)=O)cc2)ccc1OCC(=O)N1CCOCC1 (stereo not drawn)
 : 0.7, 4.8, 0.1, 3.5, -7.3, 7.5, 2.3, -4.4, 0.4
O=C(CSCc1cnn(-c2ccccc2)c1-n1cccc1)NCc1ccc2c(c1)OCO2
 : -1.4, 9.8, 0.3, -4.3, -3.3, -11.6, 18.3, 4.4, 1.5
COc1ccc(CCNC(=O)COC(=O)Cc2ccc(OC)cc2)cc1
 : -1.5, 8.1, -1.1, 9.9, -6.0, 7.5, 1.0, -3.9, 0.9
Cc1nc2ccc(Br)cc2c2c1CC(CBr)O2 (stereo not drawn)
 : 0.3, 1.7, -1.4, -6.7, -1.6, -3.2, 0.3, 2.6, -3.9

Among those listed so far, these have an aryl methoxy group:
Every second line gives: D2 agonist, D2 PAM, TRHR ag, D1 potentiator, RXFP1 antag, D1 antagonist, D1 ag, D2 antagonist, TRHR enhancer
COc1ccc(CN(C)c2ccc(-c3nc(-c4ccccc4)no3)cc2[N+](=O)[O-])cc1
 : /, -4.8, 0.3, -1.6, /, -26.7, -0.5, /, -1.8
COc1ccc(N2CCN(C(=O)CCNC(=O)Cn3ccc4ccccc4c3=O)CC2)cc1
 : 0.6, 2.2, -0.3, -3.9, 0.6, -9.9, 0.9, 2.0, 4.8
COc1ccccc1N1CCN(S(=O)(=O)c2ccc3c(c2)oc(=O)n3C)CC1
 : 1.1&-0.6, 3.9&-7.2, -0.3&-1.2, -3.8&1.4, -8.7, 1.8&0.6, -0.4&0.6, -16.3, 11.3&-1.8
COc1cccc(CNC(=O)CCC2CCCN(C(=O)C3=CC(=O)CC(C)(C)O3)C2)c1 (stereo not drawn)
 : -0.3, 3.6, -0.1, 0.1, -12.1, 9.2, 0.7, -8.0, -1.3
COc1ccc(-n2nc3c(c2NC(=O)CCCCl)CSC3)cc1
 : /, /, -0.2, -6.8, 2.2, -4.1, 0.3, /, 5.8
COc1cc(C(=O)NC(C)c2ccc(S(N)(=O)=O)cc2)ccc1OCC(=O)N1CCOCC1 (stereo not drawn)
 : 0.7, 4.8, 0.1, 3.5, -7.3, 7.5, 2.3, -4.4, 0.4
COc1ccc(CCNC(=O)COC(=O)Cc2ccc(OC)cc2)cc1
 : -1.5, 8.1, -1.1, 9.9, -6.0, 7.5, 1.0, -3.9, 0.9

Fetched one by one from the entries so far (two):
Every second line gives: D2 agonist, D2 PAM, TRHR ag, D1 potentiator, RXFP1 antag, D1 antagonist, D1 ag, D2 antagonist, TRHR enhancer
CC(Oc1cccc(NC(=O)c2cccs2)c1)C(=O)c1ccccc1 (stereo not drawn)
 : -1.0, -3.4, 0.2, -9.1, -2.8, -15.9, 2.9, -3.3, -8.5
O=C(NCc1ccccn1)/C(=N/O)c1ccccc1
 : 0.5, -2.3, 0.0, 0.7, -4.5, 0.2, 2.4, -2.2, -5.5

Screening results as filed in PubChem BioAssay.
